High-throughput results from PubChem BioAssay.
PKM2 act: qHTS Assay for Activators of Human Muscle isoform 2 Pyruvate Kinase; actives 0.34% (n = 260,000); AID 1631, 2009; Pyruvate kinase PKM (Homo sapiens), P14618; Potency, µM (doses to about 57.5 µM), for inactives: top-dose activation, most hits filed as activators; purified PKM2, Kinase-Glo ATP luminescence, activation; response scale: 0% is enzyme alone, no compound; further: potency means the concentration at half of the fitted maximal effect; on the % scale 0 is the no-effect control and ±100 the full control effect; nearly all actives have a fitted effect of over 55% in size
Target sequence (P14618 whole entry, looked up, canonical isoform): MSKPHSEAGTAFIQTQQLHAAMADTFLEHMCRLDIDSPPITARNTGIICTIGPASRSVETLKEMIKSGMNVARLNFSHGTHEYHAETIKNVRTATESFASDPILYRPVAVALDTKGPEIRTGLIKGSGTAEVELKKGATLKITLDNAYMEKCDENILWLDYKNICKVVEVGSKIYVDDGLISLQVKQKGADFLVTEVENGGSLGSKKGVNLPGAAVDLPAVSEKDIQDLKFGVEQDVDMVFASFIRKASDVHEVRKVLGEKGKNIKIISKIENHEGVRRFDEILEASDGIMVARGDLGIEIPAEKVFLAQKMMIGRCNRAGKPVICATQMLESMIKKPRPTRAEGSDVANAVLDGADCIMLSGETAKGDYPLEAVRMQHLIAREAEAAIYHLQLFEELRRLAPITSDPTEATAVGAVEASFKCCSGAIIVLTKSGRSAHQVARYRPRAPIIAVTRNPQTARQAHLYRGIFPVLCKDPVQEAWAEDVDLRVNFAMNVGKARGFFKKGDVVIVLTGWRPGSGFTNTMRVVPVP
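Purified hPK-M2 (>95% pure) converted ADP (0.1 mM final) to ATP with 0.5 mM PEP in 50 mM imidazole pH7.2, KCl, MgCl2, Tween 20, BSA; 1 h at room temperature. ATP detected by Kinase-Glo luminescence.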
Mito fusion act: qHTS Assay for Small Molecule Inhibitors of Mitochondrial Division or Activators of Mitochondrial Fusion; S. cerevisiae fusion-defective mutant growth rescue, CellTiterGlo 48 h; Potency, µM (series often up to 46.1 µM), for the others: at the highest dose growth rescue (activation), actives largely listed as activators; actives 0.23% (n = 320,000);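 further: potency means the concentration at half of the fitted maximal effect; % of control where 0% means no effect; nearly all actives have a fitted effect of over 45% in size; temperature-sensitive fusion mutants such as fzo1-1 at 37 °C on non-fermentable ethanol glycerol medium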
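Luminescent cell viability in 1536-well qHTS format served as the measure of rescued growth in ts fusion-mutant S. cerevisiae cultured on non-fermentable YPEG for 48 hours at 37C.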
Menin-MLL TR inh: qHTS Assay for Inhibitors Targeting the Menin-MLL Interaction in MLL Related Leukemias: Competition With Texas Red Labeled MLL-derived Mutant Peptide; O00255; Menin + Texas Red MLL mutant peptide, fluorescence polarization; Potency, µM (doses to about 61.6 µM), for the others: at the top dose FP activity change, negative = inhibition, usual class: inhibitors; actives 0.23% (n = 270,000); AID 1768, 2009; active means well fitted inhibition curve with a large enough effect in the polarisation, with a control signal flat, not every such curve was filed as active; inconclusive means small, poorly fitted or top-dose-only effect, or effect the other way, or a change in a side signal; inactive means no such curve, though single readings can be large or run the other way; the % refers to the polarisation; further: potency means the concentration at half of the fitted maximal effect; % of control where 0% means no effect; many of its hits are not listed in these tables
Target sequence (O00255 whole entry, looked up): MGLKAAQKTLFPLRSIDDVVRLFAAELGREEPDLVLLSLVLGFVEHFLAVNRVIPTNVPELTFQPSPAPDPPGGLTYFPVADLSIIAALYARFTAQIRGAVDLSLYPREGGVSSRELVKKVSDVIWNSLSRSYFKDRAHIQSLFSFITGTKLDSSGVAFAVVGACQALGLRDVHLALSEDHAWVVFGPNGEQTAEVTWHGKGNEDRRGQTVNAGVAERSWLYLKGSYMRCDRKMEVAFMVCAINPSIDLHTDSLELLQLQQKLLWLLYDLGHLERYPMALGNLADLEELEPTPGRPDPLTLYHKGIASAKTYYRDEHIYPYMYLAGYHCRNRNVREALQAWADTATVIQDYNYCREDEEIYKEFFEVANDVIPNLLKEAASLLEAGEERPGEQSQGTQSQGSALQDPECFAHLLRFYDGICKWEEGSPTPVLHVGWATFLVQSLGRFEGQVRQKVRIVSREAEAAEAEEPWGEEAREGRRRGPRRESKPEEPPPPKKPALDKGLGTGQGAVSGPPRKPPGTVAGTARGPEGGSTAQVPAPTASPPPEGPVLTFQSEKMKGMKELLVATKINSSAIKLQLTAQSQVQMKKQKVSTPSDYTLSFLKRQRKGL
RORgamma inh: qHTS for inhibitors of ROR gamma transcriptional activity | Drosophila S2 Gal4-RORgamma UAS-luciferase reporter, 20 h | Potency, µM (doses to about 53.6 µM), for inactives: top-dose activity change, negative = inhibition, actives largely listed as inhibitors | actives 5.4% (n = 310,000); further: potency means the concentration at half of the fitted maximal effect; on the % scale 0 is the no-effect control and ±100 the full control effect; nearly all actives have a fitted effect of over 60% in size
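Luminescence from a UAS-regulated Photinus luciferase reporter in stably transfected Drosophila Schneider cells is measured; decreased signal marks ROR gamma inhibition. Fusion expression is induced by 700 uM copper sulfate for 20 hr.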
NPC1 promoter act: qHTS Assay for NPC1 Promoter Activators; Huh7 NPC1 promoter luciferase reporter, 24 h; Potency, µM (top dose mostly 9.22 µM), for inactives: at the top dose activation, usual class: activators; actives 2.4% (n = 320,000);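 further: potency means the concentration at half of the fitted maximal effect; % of control where 0% means no effect; nearly all actives have a fitted effect of over 60% in size; reporter is driven by a mutant NPC1 promoter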
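Compounds in DMSO were transferred onto Huh7 NPC1-luciferase reporter cells pre-incubated 2 h; after 24 h at 37 °C, Amplite reagent was dispensed and luminescence recorded 10 min later.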
ELG1 repair inh: qHTS screen for small molecules that inhibit ELG1-dependent DNA repair in human embryonic kidney (HEK293T) cells expressing luciferase-tagged ELG1. HEK293T ELG1-luciferase reporter, luminescence, 16 h; DNA damage induced by 5-fluorouridine. Potency, µM (doses to about 46.1 µM), for inactives: at the highest dose activity change, negative = inhibition, actives largely listed as inhibitors. actives 2.3% (n = 330,000). AID 504467, 2011; further: potency means the concentration at half of the fitted maximal effect; on the % scale 0 is the no-effect control and ±100 the full control effect; nearly all actives have a fitted effect of over 55% in size
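Quantitative HTS, concentration-response format. 2,000 cells/well co-treated with 5-fluorouridine and compound, 16 hr in 5% CO2 at 37 °C; ONE-Glo luminescence read after 30 min.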
MBNL1-CUG inh: qHTS Assay for Inhibitors of MBNL1-poly(CUG) RNA binding. Muscleblind-like protein 1 (Homo sapiens), Q9NR56. actives 0.036% (n = 280,000). AID 2675, 2010. TR-FRET MBNL1-His/biotin-(CUG)12 binding, 665/545 ratio. Potency, µM (series often up to 57.5 µM), for inactives: at the highest dose activity change, negative = inhibition, actives largely listed as inhibitors; active means well fitted inhibition curve with a large enough effect in the signal ratio, with a control signal flat, not every such curve was filed as active; inconclusive means small, poorly fitted or top-dose-only effect, or effect the other way, or a change in a side signal; inactive means no such curve, though single readings can be large or run the other way; the % refers to the signal ratio; further: potency means the concentration at half of the fitted maximal effect; on the % scale 0 is the no-effect control and ±100 the full control effect
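His-tagged MBNL1 binding to biotinylated (CUG)12 RNA was measured by TR-FRET using terbium anti-His antibody (0.055 ng/ul final) and streptavidin-XL665 (5 nM final). Compounds were titrated 92 nM to 58 uM; 60 min at room temperature.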
KCNH2 3.1 inh: qHTS for Inhibitors of KCHN2 3.1: Mutant qHTS; Potassium voltage-gated channel subfamily H member 2, brain isoform KCNH2 3.1 (human); U2OS KCNH2 3.1, thallium flux FluxOr; hits give low values; activity change, % (tested at about 1.8 µM); actives 0.95% (n = 340,000);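 active means maximum activity change below -70%; inconclusive means maximum activity change from -70% to -50%; inactive means maximum activity change above -50%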;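 further: thallium influx rate constant from kinetic fluorescence after stimulation buffer; on the % scale 0 is the no-effect control and ±100 the full control effect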
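Thallium flux read-out: FluxOr dye with Red40 quencher in HBSS/HEPES, 45 min at RT. Rate constants from kinetic reads were normalized to positive and negative DMSO controls. Cells: U2OS virally expressing the 3.1 isoform.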
Gal4-VP16 FLuc: VP16 counterscreen qHTS for inhibitors of ROR gamma transcriptional activity; Drosophila S2 Gal4-VP16 UAS-luciferase, luminescence, 20 h; Potency, µM (doses to about 53.6 µM), for the others: at the highest dose activity, negative = inhibition, most hits filed as inhibitors; actives 3.5% (n = 310,000); AID 2546, 2010;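 further: Gal4-VP16 expression switched on by copper sulfate through the metallothionein promoter; potency means the concentration at half of the fitted maximal effect; on the % scale 0 is the no-effect control and ±100 the full control effect; nearly all actives have a fitted effect of over 50% in size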
Rab9 promoter act: qHTS Assay for Rab9 Promoter Activators; Huh7 Rab9 promoter-luciferase reporter, luminescence, 24 h; Potency, µM (top dose mostly 9.22 µM), for the others: at the highest dose activation, negative = inhibition, hits mostly activators; actives 2.8% (n = 320,000); further: potency means the concentration at half of the fitted maximal effect; % of control where 0% means no effect; nearly all actives have a fitted effect of over 60% in size
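Luminescence from Amplite-detected luciferase (10 minutes, ambient) reports Rab9 promoter activation. Before that, stable Rab9-luciferase Huh7 cells (1500/well, reduced-serum OP-MEM I plus 10% FBS) were exposed to compound for 24 hours at 37C.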
FLuc counter: qHTS profiling assay for firefly luciferase inhibitor/activator using purifed enzyme and Km concentrations of substrates (counterscreen for miR-21 project) | purified FLuc, Km substrates, luminescence inhibition | Potency, µM (highest dose often 57.5 µM), inactives show top-dose activity change, negative = inhibition, hits mostly inhibitors | actives 6.9% (n = 360,000) | AID 588342, 2011;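 further: potency means the concentration at half of the fitted maximal effect; plate controls were vehicle for no effect and reference inhibitor for full effect; nearly all actives have a fitted effect of over 55% in size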
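Purified P. pyralis luciferase, 10 nM final, with Km-level 10 uM D-luciferin and 10 uM ATP in 50 mM Tris acetate pH 7.5, 10 mM Mg acetate, 0.01% Tween-20, 0.05% BSA; 6-point qHTS titration about 60 µM downward; luminescence read.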
Active calls of the source: *; ? = inconclusive; · = not tested or not shown; [ ] = another dose, or the depositor's remark. Unless noted, the call rests on the fitted dose curve; in most records, active means well fitted curve in the direction sought with a large enough effect; inconclusive means small, poorly fitted or top-dose-only effect, or another doubt; inactive means no such curve, though single readings can be large; an effect the other way counts as inactive or inconclusive.

SMILES	PKM2 act	Mito fusion act	Menin-MLL TR inh	RORgamma inh	NPC1 promoter act	ELG1 repair inh	MBNL1-CUG inh	KCNH2 3.1 inh	Gal4-VP16 FLuc	Rab9 promoter act	FLuc counter
CN(C)c1ccc(P(=O)(OCc2ccccc2)C(O)c2cccnc2)cc1 (stereo not given)	-1%	2%	-9%	34%	0%	13%	4%	-5	0%	0%	0%
C=CCn1c(SCC(=O)Nc2ccc3c(c2)OCCO3)nc2cc(C(=O)O)ccc2c1=O	·	2%	·	·	2%	7%	·	-12	·	0%	?
C=CCOC(=O)C1=C(C)Nc2ncnn2C1c1cccs1 (stereo not given)	-3%	-2%	11%	-41%	-2%	-12%	-5%	1	-3%	2%	6%
COC(=O)c1sc(NC(=O)c2ccoc2C)nc1C	-25%	-2%	2%	?	29%	-24%	45%[activator]	2	6%	?	?
COc1ccc(CNC(=O)c2csc(Cc3ccc(OC)cc3)n2)cc1	2%	7%	·	29%	-3%	-20%	12%	-4	1%	-1%	?
COc1ccc(OCC(O)Cn2c(Br)nc3c2c(=O)[nH]c(=O)n3C)cc1 (stereo not given)	-5%	0%	-13%	-26%	-1%	22%	-2%	-24	-10%	0%	-1%
COc1ccc(S(=O)(=O)Nc2ccc(S(=O)(=O)NCC3CCCO3)cc2)cc1 (stereo not given)	-1%	-1%	14%	-28%	?	?	0%	-6	0%	0%	0%
CC(=O)Nc1ccc(NC(=O)c2ccc(NS(=O)(=O)c3cc(C(C)(C)C)ccc3C)cc2)cc1	-5%	-1%	?	-1%	-1%	-11%	-3%	42	1%	-3%	1%
CC(OC(=O)COc1ccc(C#N)cc1)C(=O)c1ccccc1 (stereo not given)	·	-2%	·	·	-3%	10%	·	0	·	3%	1%
COC(=O)c1cc(NS(=O)(=O)c2cccs2)cc(NS(=O)(=O)c2cccs2)c1	·	-5%	·	·	-2%	-10%	·	5	·	-5%	-1%
CC(/C=N/Nc1ccc2nncn2n1)=C\c1ccccc1	0%	0%	·	18%	2%	?	?	-5	-10%	12%	15µM*
COc1ccc(NC(=O)C2CC(=O)N(c3cccc(C)c3C)C2)cc1 (stereo not given)	-2%	-3%	2%	24%	-3%	9%	-4%	-3	-3%	-3%	-1%
CCc1noc(C)c1C(=O)N(CCCOC)c1c(N)n(Cc2ccccc2)c(=O)[nH]c1=O	·	-1%	·	·	-5%	18%	·	5	·	-5%	8%
COc1ccc(NC(=O)C(NC(=O)CNC(C)=O)c2ccc(C)cc2)cc1 (stereo not given)	9%	2%	-1%	27%	-4%	0%	-1%	13	3%	2%	4%
O=C(O)C1CCCN1c1nc(-c2ccc(Cl)c(Cl)c2)cc(C(F)(F)F)n1 (stereo not given)	·	-1%	·	·	-12%	4%	·	-1	·	-10%	-4%
[O-][n+]1cccc(C(O)c2ccccc2)c1 (stereo not given)	-4%	5%	-8%	1%[1.91 µM]	2%	0%	-8%	-5	-13%	0%	-2%
CCCC(=O)n1nc(-c2ccco2)nc1N	-3%	-3%	9%	3%	3%	-5%	6%	4	-5%	-8%	1%
CCN1C(=O)[C@@H]2[C@@H](c3ccc(-c4ccc(F)cc4)c(OC)c3)N3CCCC[C@@]3(C(=O)OC)[C@@H]2C1=O	·	?	·	·	-1%	?	·	-5	·	-5%	0%
COc1ccc(Cn2nnc(C(=O)Nc3ccc4c(c3)OCCO4)c2N)cc1Br	·	1%	·	?	-2%	?	-1%	-12	4%	13%	21µM*
CCCC(=O)Nc1cccc(S(=O)(=O)N(C)c2ccccc2)c1	0%	-10%	-21%	24%	-6%	-15%	-9%	3	-6%	0%	0%
CC(C)(C)NC(=O)C(c1ccc(F)cc1)N(Cc1ccco1)C(=O)CCC(=O)Nc1nccs1 (stereo not given)	3%	0%	-1%	?	-2%	3%	-3%	-8	-8%	-4%	-2%
O=[N+]([O-])c1ccc(S(=O)(=O)NCC(c2cccnc2)N2CCOCC2)cc1 (stereo not given)	-3%	-4%	-14%	-13%	3%	3%	?	-4	-9%	-1%	1%
C=CCn1c(N)c(C(=O)NCC2CCCO2)c2nc3ccccc3nc21 (stereo not given)	14%	14%	-17%	13µM*	0%	10µM*	32%[activator]	-4	?	-4%	-3%
C/C(=C\C(=O)c1ccc(Br)cc1)NCc1ccc(C)cc1	0%	12%	2%	?	5%	2%	5%	15	5%	-6%	?
Cc1ccc(C2C(C#N)=C(N)Oc3n[nH]c(-c4ccccc4)c32)o1 (stereo not given)	0%	-2%	0%	-34%	2%	?	8%	-2	-23%	-7%	7%
S=c1[nH]ncn1/N=C/c1ccccn1	1%	-1%	·	-22%	-3%	-4%	-3%	8	1%	3%	4%
O=C(Cn1cnc2ccccc21)N/N=C/c1ccccc1	0%	-5%	-6%	-11%	-2%	4%	6%	25	0%	-5%	-3%
COCCn1c(SCC(=O)Nc2cc(C)on2)nc2cc(Cl)ccc2c1=O	·	0%	·	·	-2%	3%	·	3	·	-3%	4%
O=C(COC(=O)Cc1ccsc1)NCc1ccccc1	2%	-1%	7%	-10%	-6%	6%	-3%	2	-3%	1%	2%
CCC(=O)[C@@]1(C)[C@H](C)C[C@H]2[C@@H]3CCC4=CC(=O)C=C[C@]4(C)[C@H]3[C@@H](O)C[C@@]21C	·	0%	·	·	-1%	?	·	-22	·	-2%	-1%
O=C(NCc1ccccc1)c1sc(=S)n2c1[nH]c(=O)c1ccccc12	-17%	-16%	?	2%	-3%	0%	0%	-28	-6%	0%	?
Cc1cccc(/N=C2/NC(=O)C(Cc3ccccc3)S2)n1 (stereo not given)	-5%	-7%	11%	-23%	-2%	3%	8%	-6	-17%	-2%	2%
Cc1cccc(C)c1NC(=S)NCCCN1CCCC1=O	4%	-7%	-23%	?	0%	-1%	·	8	?	-5%	6%
CC(=O)NS(=O)(=O)c1ccc(NC(=O)CSc2ccc(Cl)cc2)cc1	2%	3%	-10%	-5%	-5%	8%	-14%	5	5%	-8%	-18%
COCCn1c(SCC(=O)NCc2ccc(F)cc2)nc2ccccc21	·	-2%	-16%	-6%	0%	23%	-5%	8	-1%	0%	2%
CCOC(=O)c1[nH]c2c(c1C)C(=O)CC(c1ccc(F)cc1)C2 (stereo not given)	2%	5%	11%	?	-20%	?	2%	11	?	-17%	2%
CCCNC(=O)c1ccccc1NC(=O)CSCc1ccc(OC)cc1	3%	-3%	7%	8%	0%	-10%	1%	-1	10%	0%	1%
C=CCNc1nc(Nc2cc(Cl)ccc2OC)nc(OC)n1	-7%	1%	16%	-10%	12%	-6%	10%	-6	-3%	5%	-1%
CCc1ccc(NS(=O)(=O)c2cc(OC)ccc2OC)cc1	7%	5%	1%	-11%[10 µM]	-5%	-14%	-3%	-19	4%	-4%	0%
Cc1ccnc(NC(=O)CCc2c[nH]c3ccccc23)c1	2%	0%	·	22%	?	?	-3%	-9	-2%	?	?
O=S(NCc1ccco1)C12CC3CC(CC(C3)C1)C2 (stereo not given)	10%	-1%	-15%	-6%	-9%	-2%	3%	1	-5%	-2%	2%
O=C(CNC(=S)N(Cc1ccccc1)Cc1cccnc1)N1CCOCC1	2%	-2%	5%	0%	-4%	-1%	-3%	1	1%	1%	0%
N#CCCn1cc(/C=N/NC(N)=S)c(-c2ccc(-c3ccccc3)cc2)n1	3%	-7%	?	1.1µM*	-1%	26µM*	19%	-12	3.2µM*	-10%	-2%
COc1ccc(C(=O)NCCCCCC(=O)O)cc1OC	-2%	-3%	12%	-7%	·	·	3%	6	-8%	·	-2%
CC(C)(C)CC(=O)NCCCN1CCOCC1	11%	2%	-3%	-12%	-1%	7%	-7%	-5	-12%	-10%	0%

The list is partial; count on the stated rates, not on these rows.
